# NPY-Y1 antag – NPY-Y1 receptor antagonists, primary screen, cell-based. inhibition, % at 3.6 µM. Neuropeptide Y receptor type 1 (Homo sapiens), P25929. HEK293-CNG Y1 cells, membrane potential fluorescence; NPY at EC95, then isoproterenol. hit rate 1% among 200,000;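 active means inhibition above the campaign mean inhibition of all tested compounds plus 3 SD, cut at about 20% in these data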;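 further: 0% = DMSO wells given NPY plus isoproterenol and 100% = isoproterenol alone without NPY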
#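 Material: Y1- and CNG-channel-expressing HEK293 cells / Probe or stimulus: NPY 25 nM then isoproterenol 1 µM plus Ro 20-1724 25 µM / Doses: 3.6 µM single dose, DMSO 0.4% / Schedule: compound incubation 1 h at room temperature, readout 45 min post-stimulation / Signal: membrane potential fluorescence / Benchmarks: isoproterenol-only wells as full block versus NPY-plus-isoproterenol wells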
# EP2 antag – human EP2 receptor antagonists, primary screen, TR-FRET cAMP, C6 glioma cells | inhibition, % at 25 µM | C6 glioma cells expressing human EP2; cells stimulated with saturating PGE2 | hit rate 0.52% among 260,000 | AID 1422, 2008;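 active means percent inhibition above 40 after rounding to a whole number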;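 further: rat C6 glioma host cells with rolipram phosphodiesterase inhibitor present; the protocol text gives 20 µM as final concentration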
# eIF4E-4G inh – eIF4E–eIF4G protein interaction inhibitors, primary screen, biochemical, uHTS, TR-FRET, eIF4GI fragment. inhibition, % at 21.7 µM. Eukaryotic translation initiation factor 4E (Mus musculus) + Eukaryotic translation …. TR-FRET eIF4E-eIF4GI(517-606) binding, 2 h. hit rate 0.37% among 220,000;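 active means inhibition above about 30%, limit read from the data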;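 further: 0% = full FRET control wells and 100% = background wells lacking eIF4GI fragment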
# Target sequence (P63073 whole entry, looked up, the tested form may be a part): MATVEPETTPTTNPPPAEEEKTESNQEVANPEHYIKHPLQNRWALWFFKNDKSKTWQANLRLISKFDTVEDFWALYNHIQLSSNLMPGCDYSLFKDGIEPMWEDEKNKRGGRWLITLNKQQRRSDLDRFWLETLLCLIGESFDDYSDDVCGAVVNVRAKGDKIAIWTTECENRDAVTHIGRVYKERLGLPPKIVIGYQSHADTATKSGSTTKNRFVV
# Target sequence (Q04637 whole entry, looked up, the tested form may be a part): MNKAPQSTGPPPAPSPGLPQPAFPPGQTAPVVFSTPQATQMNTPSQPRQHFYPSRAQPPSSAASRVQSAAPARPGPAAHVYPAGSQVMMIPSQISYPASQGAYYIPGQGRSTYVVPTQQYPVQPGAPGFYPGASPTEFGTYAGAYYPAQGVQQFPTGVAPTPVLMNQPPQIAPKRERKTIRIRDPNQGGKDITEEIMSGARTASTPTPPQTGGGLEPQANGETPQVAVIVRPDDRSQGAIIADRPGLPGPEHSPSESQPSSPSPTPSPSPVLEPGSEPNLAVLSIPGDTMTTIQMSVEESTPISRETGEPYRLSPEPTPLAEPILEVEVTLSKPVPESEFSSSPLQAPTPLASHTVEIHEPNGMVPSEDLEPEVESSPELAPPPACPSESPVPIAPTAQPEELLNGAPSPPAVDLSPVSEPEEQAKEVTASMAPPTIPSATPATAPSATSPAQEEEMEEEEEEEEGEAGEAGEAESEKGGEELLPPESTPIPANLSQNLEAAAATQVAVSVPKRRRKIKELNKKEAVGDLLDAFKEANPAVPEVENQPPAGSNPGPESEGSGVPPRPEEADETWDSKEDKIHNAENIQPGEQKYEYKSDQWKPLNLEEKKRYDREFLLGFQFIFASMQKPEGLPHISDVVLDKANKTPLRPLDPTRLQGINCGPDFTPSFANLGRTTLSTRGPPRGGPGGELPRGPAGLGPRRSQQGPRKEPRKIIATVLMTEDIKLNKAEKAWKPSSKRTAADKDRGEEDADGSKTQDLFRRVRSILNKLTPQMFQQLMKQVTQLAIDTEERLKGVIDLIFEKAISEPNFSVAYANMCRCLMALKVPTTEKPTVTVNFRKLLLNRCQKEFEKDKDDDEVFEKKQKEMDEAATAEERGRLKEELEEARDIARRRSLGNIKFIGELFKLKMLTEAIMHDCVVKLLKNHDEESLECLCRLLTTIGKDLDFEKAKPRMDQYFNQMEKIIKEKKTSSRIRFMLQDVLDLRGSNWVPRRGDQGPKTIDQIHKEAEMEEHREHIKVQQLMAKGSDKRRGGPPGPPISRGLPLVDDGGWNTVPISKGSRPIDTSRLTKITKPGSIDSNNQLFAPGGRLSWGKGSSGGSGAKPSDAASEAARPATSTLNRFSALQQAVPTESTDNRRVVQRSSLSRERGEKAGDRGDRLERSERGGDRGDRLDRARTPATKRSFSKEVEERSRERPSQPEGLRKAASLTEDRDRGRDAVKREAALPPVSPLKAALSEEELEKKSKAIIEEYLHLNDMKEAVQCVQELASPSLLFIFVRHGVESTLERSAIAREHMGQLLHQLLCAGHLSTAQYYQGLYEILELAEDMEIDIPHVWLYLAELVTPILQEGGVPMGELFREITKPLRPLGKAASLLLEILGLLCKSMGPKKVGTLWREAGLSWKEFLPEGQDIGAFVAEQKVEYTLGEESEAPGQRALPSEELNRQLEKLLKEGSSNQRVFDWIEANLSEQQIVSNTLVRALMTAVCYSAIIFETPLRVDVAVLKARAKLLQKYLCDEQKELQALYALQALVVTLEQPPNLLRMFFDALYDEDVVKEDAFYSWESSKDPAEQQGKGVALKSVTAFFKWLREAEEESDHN
# S1P4 ag – S1P4 receptor agonists, primary screen, cell-based | activation, % at 4.98 µM | hit rate 0.35% among 220,000 | S1P4-expressing cell line, agonist reporter assay; in the data active means activation above about 11%;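 further: 0% = DMSO vehicle and 100% = reference agonist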
# S1P4 antagonist – S1P4 receptor antagonists, primary screen, cell-based | hit rate 0.26% among 220,000 | inhibition, % at 4.98 µM | S1P4-expressing cells, antagonist mode, reporter read-out | AID 1510, 2009 | Sphingosine 1-phosphate receptor 4 (Homo sapiens), O95977; in the data active means inhibition above about 29%;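 further: 0% = wells stimulated with agonist and 100% = vehicle wells without agonist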
# p97 ATPase inh – inhibitors of human p97 ATPase, primary screen, biochemical; recombinant p97 ATPase, Kinase-Glo ATP luminescence, 3 h; Transitional endoplasmic reticulum ATPase (Homo sapiens), P55072; inhibition, % at 8 µM; hit rate 0.42% among 220,000; in the data active means inhibition above about 15%;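 further: 0% = DMSO vehicle and 100% = wells lacking enzyme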
# NPY2 pot ag – NPY-Y2 potentiators or agonists, primary screen, cell-based; Neuropeptide Y receptor type 2 (Homo sapiens), P49146; hit rate 0.45% among 220,000; activation, % at 3.6 µM; AID 1359, 2008; cells expressing NPY-Y2, potentiator/agonist read-out; in the data active means activation above about 27%;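 further: cells stimulated with NPY near EC25 plus isoproterenol at EC100; 0% = vehicle plus submaximal agonist and 100% = vehicle plus saturating agonist; some results beyond the cut were filed as inactive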
# NPY1 pot ag – NPY-Y1 receptor potentiators or agonists, primary screen, cell-based; Neuropeptide Y receptor type 1 (Homo sapiens), P25929; NPY-Y1 expressing cells, potentiator/agonist activation; activation, % at 3.6 µM; hit rate 0.37% among 220,000; AID 1304, 2008; in the data active means activation above about 33%, passing the limit was not always enough;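 further: cells stimulated with NPY at EC10 then isoproterenol at EC100; 0% = low agonist plus stimulus and 100% = saturating agonist plus stimulus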
# EP2 mod – EP2 receptor modulators, cAMP readout, primary screen, cell-based, HTRF cAMP, PGE2 stimulation; EP2-expressing cells, cAMP HTRF FRET, PGE2 co-stimulation; induction, % at 25 µM; hit rate 0.83% among 260,000;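 active means compounds whose cAMP rise, as percent of the full-agonist control response, exceeds 60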;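 further: rat C6 glioma line stably carrying human EP2 under a CMV promoter; the protocol text gives 20 µM as final concentration; 100% = response of wells given 1 µM PGE2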
# An asterisk follows results filed as active; / = no result given; & = joins results of further samples; [ ] = another dose, or the depositor's remark. Not all compounds are listed (hit frequency here may not be typical).
# Sequence of screens – NPY-Y1 antag	EP2 antag	eIF4E-4G inh	S1P4 ag	S1P4 antagonist	p97 ATPase inh	NPY2 pot ag	NPY1 pot ag	EP2 mod
CC(=O)Nn1cc2c(=O)n(C)c(=O)n(C)c2c1
  -2	6	1	0.8	-8	6	1	1	4
CCOC(=O)c1c(C)oc(/N=C/c2ccccc2O)c1C#N
  -1	5	-7	0.2	-6	1	-11	-14	8
Cc1cc(C)c(C#N)c(N2CCN(Cc3ccc4c(c3)OCO4)CC2)n1
  9	15	1	-0.1	-2	-12	-9	-15	32
O=S(=O)(c1ccccc1)N1CCN(c2nnnn2-c2ccccc2)CC1
  -1	11	0	-0.8	7	1	-16	-7	-3
CN1CCC(=NNC(=O)c2cc(-c3ccc(Cl)cc3)n[nH]2)CC1
  /	8	2	0.1	-23	11	-15	-13	3
C/C(=N/NC(=O)c1cccc(C)c1)c1c(O)cc(C)oc1=O
  3	7	2	2.8	-8	1	-6	1	-5
Cc1ccc(C)c(NC(=O)C2CCCN2S(=O)(=O)c2ccc3c(c2)n(C)c(=O)c(=O)n3C)c1 (stereo unspecified)
  0	6	1[fluorescence artefact?]	0.8	-9	4	8	3	28
CC(=O)OCC(OC(C)=O)C(OC(C)=O)C(OC(C)=O)C(=O)Nc1ccccc1C (stereo unspecified)
  5	13	4	3.0	1	1	-9	1	8
CCCNC(=O)C(NS(=O)(=O)c1cccc2nsnc12)c1ccccc1 (stereo unspecified)
  7	1	2	1.2	-15	-1	-2	14	24
CNCCCC1Sc2ccccc2Oc2ccccc21 (stereo unspecified)
  8	8	-2	0.7	-17	0	-3	-27	18
CCOC(=O)N1CCN(c2ccc(C(F)(F)F)cn2)CC1
  2	7	5	4.0	-5	-1	-18	-1	-12
C/C(Cn1nnc([N+](=O)[O-])n1)=N\NC(=O)c1ccc(O)cc1O
  -1	6	-3[fluorescence artefact?]	1.1	-30	3	-1	-3	15
CCCCC(=O)Nc1ccc(NC(=S)NC(=O)c2cccs2)cc1OC
  4	4	-2	0.6	-5	-4	4	-32	6
CCOc1ccccc1N(CC(=O)OC)S(C)(=O)=O
  -6	5	3	0.5	8	6	17	6	5
CCCc1cc(-c2[nH]ncc2-c2ccc3c(c2)OCCCO3)c(O)cc1O
  -3	6	7[fluorescence artefact?]	0.0	-16	12	26	8	29
O=C(NCc1cccnc1)c1nc(-c2ccc(C(F)(F)F)cc2)no1
  4	3	0	1.4	-1	-3	-20	-37	-24
C=CCN(CC=C)S(=O)(=O)c1ccc2nc(NC(=O)C3CCCO3)sc2c1 (stereo unspecified)
  0	7	11[fluorescence artefact?]	-0.2	-7	0	0	-4	22
COc1ccc(C(C(C(=O)c2cccs2)N2CCOCC2)N2CCOCC2)cc1OC (stereo unspecified)
  5	11	-2	0.7	-30	4	9	-19	8
NC(=O)c1ccc(N2CCN(c3ccccc3F)CC2)c([N+](=O)[O-])c1
  -7	5	1	0.3	-12	0	21	4	-21
N#Cc1cccc(NC(=O)c2ccccc2C(=O)O)c1
  2	8	6[fluorescence artefact?]	-0.1	-18	-1	1	4	16
CCOC(=O)N1CCN(S(=O)(=O)c2cc(OCC(=O)NC3CCCCC3)c(C)cc2Cl)CC1
  -15	6	8	-3.9	-12	-3	-19	6	6
CCOC(=O)C1=C(C)NC2=C(C(=O)CCC2)C1c1coc2ccccc2c1=O (stereo unspecified)
  -4	6	-10[fluorescence artefact?]	-7.8	2	0	11	-1	-9
CCOC(=O)CNC(=O)C(CC(C)C)NC(=O)C1CCCCC1 (stereo unspecified)
  4	2	5	1.2	-15	1	1	4	6
CCCN(CCC)C(=O)CC(c1ccccc1)C1CCOC(C)(C)C1 (stereo unspecified)
  6	10	3	3.4	7	3	-5	3	35
O=C(CSCc1cccs1)N1CCCC1
  -4	14	1	-1.6	-13	2	-4	6	-20
Cc1ccccc1NC(=S)N(C)Cc1cn(C)c2ccccc12
  6	3	14	1.6	-34	5	-8	10	14
CCn1c(SCCOc2ccc(OC)cc2)nnc1C(CO)NC(=O)c1ccc(OC)cc1 (stereo unspecified)
  -4	12	0	3.4	-12	2	-4	-12	-2
Cc1ccc(C(=O)Nc2cc(=O)n(C)c(=O)n2C)o1
  0	4	2	0.2	5	0	-1	-10	-13
Cc1cccc(NC(=S)N2CCn3cccc3C2c2cccnc2)c1 (stereo unspecified)
  1	11	-3	0.1	-18	3	-2	8	-21
CC(=O)c1cccc(NC(=O)Cn2c(=O)oc3cc(S(=O)(=O)N4CCCC4)ccc32)c1
  /	5	-3	1.8	2	3	-6	7	-29
COc1ccc(OC)c(/C=N/NC(=O)c2cc3c(OC)c(OC)ccc3[nH]2)c1
  -2	35	1	-2.3	-9	-1	6	-2	-79
COc1cc(NC(=O)c2cc(C(C)C)on2)c(OC)cc1Cl
  10	9	4	-0.3	-7	1	-15	-30	34
COc1ccc(NC(=O)NC(C)(C(F)(F)F)C(F)(F)F)cc1
  6	7	4	-0.1	-14	-2	8	9	-20
C=CCn1c(NCc2ccccc2)nc2ccccc21
  1	6&11	-4	1.0	18	3	1	-7	0&-1
COc1cccc(NC(=O)c2cc([N+](=O)[O-])ccc2NC(=O)CNCC2CCCO2)c1 (stereo unspecified)
  -1	6	1	-0.3	-5	2	2	0	-16
COC(=O)C1=CN(c2ccc(OC)cc2)C=C(C(=O)OC)C1c1ccc(C)c([N+](=O)[O-])c1
  9	6	5	0.2	0	4	2	19	41
Cc1nc2sc(C(c3ccc(F)cc3)N3CCN(C(=O)c4ccco4)CC3)c(O)n2n1 (stereo unspecified)
  1	5	-9	-0.1	-9	4	6	-1	20
CCOc1cc(N2CCOCC2)c(OCC)cc1NC(=O)C(C)(C)C
  1	7	5	1.7	-3	1	0	-5	13
CC(C)COP(=O)(OCC(C)C)C(Nc1ccccc1)c1ccc(F)cc1 (stereo unspecified)
  31*	2	7	-0.7	-4	3	1	-12	44
CCn1c(=O)[nH]c(=O)c2c(N)c(C(=O)c3ccccc3OC)sc21
  7	9	-4[fluorescence artefact?]	2.6	-14	8	-8	-11	13
Cc1ncc(N=Nc2ccccc2Cl)c(-c2ccccc2)n1
  7	11	-7	-0.1	-1	-1	14	-26	-26
Cc1[nH]c(=O)[nH]c(=O)c1NS(=O)(=O)c1ccccc1
  -6	6	-1	1.1	2	4	9	2	-2
O=C(/C=C/c1ccco1)Nc1ccccc1N1CCCCC1
  17	4	2	1.8	-7	-8	-17	-44	62*
O=C(O)CCC(=O)N(Cc1cccnc1)Cc1cccc(F)c1
  9	3&4	0[fluorescence artefact?]	0.0	-2	0	-8	-12	26&16
O=Nc1onc(-c2ccc([N+](=O)[O-])cc2)c1NO
  0	2	-2	-0.9	-7	9	-2	10	13
Cc1cc([N+](=O)[O-])nn1CC(=O)Nc1ccccn1
  3	4	3	1.4	6	-1	9	4	13
O=C1C(=O)N(Cc2cccnc2)C(c2ccccn2)/C1=C(/O)c1ccc(Br)cc1 (stereo unspecified)
  -1	12	4	0.7	11	4	8	7	22
COc1ccc2cc(C)c3nnc(SCC(=O)Nc4nc(-c5ccccc5)cs4)n3c2c1
  4	13	-36	0.5	-7	4	2	28	-29
COc1ccc2c(c1)C(C)=CC(C)(C)N2S(=O)(=O)c1ccc(Br)cc1
  55*	6	-1	2.5	-4	-1	-18	-15	69*
CC(C)Oc1cc2oc(=O)c3c(c2cc1Cl)CCC3
  -1	21	2	-0.3	-21	2	5	-28	21
CCCCCOP(=O)(OCCCCC)C1(NS(=O)(=O)c2ccccc2)C=CC(=O)c2ccccc21 (stereo unspecified)
  -1	3	2	-1.9	9	-1	24	62	-15
ClCc1csc(-c2ccc(Cl)cc2)n1
  3	9	4[fluorescence artefact?]	-2.5	-8	6	15	18	-11
O=C(CCCSc1nc2ccccc2[nH]1)NCc1ccco1
  3	5	-2	0.6	-5	1	-9	12	-3
CCOC(=O)C1CCN(c2c(N3CCN(Cc4ccccc4)CC3)c(=O)c2=O)CC1
  0	12	5	-0.2	-1	-2	-3	-4	2
O=C(CN(Cc1ccccc1)S(=O)(=O)c1ccccc1)N/N=C/c1ccc2c(c1)OCO2
  0	4	-4[fluorescence artefact?]	-1.1	-5	1	-13	4	-2
COC(=O)Cc1ccc(NC(=S)NCCO)cc1
  /	9	2	-1.1	7	7	17	19	-8
O=C(c1cc2nc(-c3ccc(F)cc3)cc(C(F)(F)F)n2n1)N1CCCCC1c1cccnc1 (stereo unspecified)
  12	2	-5	0.8	-16	2	-5	0	-37
COCCn1c(SCC(=O)N2CCCc3ccccc32)nc2cccnc21
  -1	11	2[fluorescence artefact?]	0.3	3	0	15	4	3
Cc1ccc(C)c(NS(=O)(=O)c2ccc(OCC(=O)NCc3ccccn3)cc2)c1
  3	8	3	-0.1	7	2	11	2	-18
CN(C)CCCNC(=O)c1cc2sc3ccccc3c2s1
  3	14&5	24	-1.9	-10	-5	-6	-21	-92&-73

# (listing goes on)
# Sequence of screens – NPY-Y1 antag	EP2 antag	eIF4E-4G inh	S1P4 ag	S1P4 antagonist	p97 ATPase inh	NPY2 pot ag	NPY1 pot ag	EP2 mod
CC[n+]1cc(-c2ccccc2)nc(N2CCOCC2)n1
  -4	25	30[fluorescence artefact?]	1.1	-4	4	-3	-6	1
CCCC(=O)c1ccc(N2CCN(C(=O)OCC)CC2)c(F)c1
  0	6	9	-1.8	-3	3	-2	-6	-87
COc1ccc(Oc2nccc(-c3ccccc3)c2C#N)cc1
  6	15	3	0.5	-17	-8	-9	-10	14
CC(C)Oc1ccc(Nc2ncnc3ccccc23)cc1
  -1	3	3	3.9	-22	-2	8	3	-28
COc1cccc(-c2cc3nc4c(c(N5CCC6(CC5)OCCO6)n3n2)CCC4)c1
  3	1	5	5.2	-5	13	-22	-3	48
Clc1nc(Oc2ccccc2)nc(-c2cn(-c3ccccc3)c3ccccc23)n1
  /	10	2	1.9	-13	2	-9	-8	-22
C[C@@H](NC(=O)c1nc[nH]c1C(=O)N[C@@H](Cc1ccccc1)C(=O)OC(C)(C)C)c1ccccc1
  3	5	5	-0.4	7	-3	-18	-7	29
Clc1ccc(SCc2cn3ccccc3n2)cc1
  -1	6	0	1.3	-3	1	-12	-3	-53
COc1ccc(/C=C/C(=O)O)cc1S(=O)(=O)N1CCc2ccccc2C1
  8	1	4	0.6	-18	2	13	2	1
CC(=O)/C=C(\C)Nc1ccccc1O
  /	14	4	-1.2	-21	-6	-8	11	-39
COCCNc1cc(C)nc2c(-c3ccccc3OC)c(C)nn12
  -6	13	-1	3.4	5	3	0	5	3
CC(=C1C(=O)c2ccccc2C1=O)N1CCN(CCN=CC2=C(O)CC(C)(C)CC2=O)CC1
  1	11	2[fluorescence artefact?]	-0.3	-4	6	3	6	-24
